Assay outcomes from PubChem.
TDP1 block – TDP1 (human) enzyme inhibition | hit rate 0.28% among 350,000 | recombinant TDP1, AlphaScreen DNA substrate cleavage | Potency, µM (doses to about 130 µM), without a hit: at the highest dose activity change, negative = inhibition, hits mostly inhibitors | AID 485290; also: nearly all actives have a fitted effect of over 40% in size
Target sequence (Q9NUW8 whole entry, looked up): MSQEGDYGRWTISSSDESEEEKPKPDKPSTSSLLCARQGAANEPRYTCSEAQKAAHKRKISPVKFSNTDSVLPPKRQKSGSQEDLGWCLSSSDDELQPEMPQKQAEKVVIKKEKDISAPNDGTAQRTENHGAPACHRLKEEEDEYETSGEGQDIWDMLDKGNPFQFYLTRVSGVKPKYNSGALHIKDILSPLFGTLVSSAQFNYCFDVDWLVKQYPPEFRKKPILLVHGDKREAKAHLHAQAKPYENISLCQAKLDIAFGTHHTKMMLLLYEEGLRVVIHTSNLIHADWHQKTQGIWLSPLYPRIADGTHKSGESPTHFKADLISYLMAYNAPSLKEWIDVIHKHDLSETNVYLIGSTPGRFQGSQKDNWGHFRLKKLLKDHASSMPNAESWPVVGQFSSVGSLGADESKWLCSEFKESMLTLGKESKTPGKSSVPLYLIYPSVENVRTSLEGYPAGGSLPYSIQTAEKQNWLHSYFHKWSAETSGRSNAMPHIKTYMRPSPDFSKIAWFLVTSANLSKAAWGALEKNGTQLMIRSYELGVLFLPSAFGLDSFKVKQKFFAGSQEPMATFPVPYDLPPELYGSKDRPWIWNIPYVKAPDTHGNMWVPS
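Signal: AlphaScreen proximity between streptavidin donor and anti-FITC acceptor beads on intact substrate. Reaction: Tdp1 1 nM, substrate 15 nM final, 5 min RT after 15 min compound preincubation.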
DT40 TDP1 no CPT – qHTS for Inhibitors of human tyrosyl-DNA phosphodiesterase 1 (TDP1): qHTS in cells in absence of CPT; DT40 Tdp1-/- hTDP1 cells, no CPT, ATP luminescence, 48 h; Potency, µM (series often up to 46.2 µM), without a hit: at the highest dose activity change, negative = growth inhibition, usual class: inhibitors; hit rate 15% among 420,000; AID 686978, 2013; also: nearly all actives have a fitted effect of over 55% in size
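Chicken DT40 Tdp1-/- cells stably complemented with human TDP1 were seeded at 400 cells/well with DMSO in place of 20 nM camptothecin. After compound pinning, cells grew at least 48 hr at 37 °C; viability read by CellTiter-Glo luminescence.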
KAT2A inh – inhibitors of human GCN5L2 histone acetyltransferase; GCN5L2 HAT assay, ThioGlo1 CoA-SH fluorescence; Potency, µM (series often up to 58.9 µM), for the others: at the highest dose activity change, negative = inhibition, usual class: inhibitors; hit rate 0.21% among 390,000; AID 504327
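qHTS, 1536-well. 20nM enzyme, pH 7.5 HEPES/EDTA/Tween-20 buffer; 15 min compound preinc., RT. Start: 75uM H3(1-25), 70uM AcCoA, 50uM ThioGlo1. Read Ex340/Em540 at t=0 (autofluorescence flag) and t=20 min.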
Active calls of the source: *; ? = inconclusive; . = not tested or not shown; [ ] = another dose, or the depositor's remark. Calls follow the shape of the dose curve; as a rule, active = well fitted curve in the direction sought with a large enough effect; inconclusive = small, poorly fitted or top-dose-only effect, or another doubt; inactive = no such curve, though single readings can be large; an effect the other way counts as inactive or inconclusive. % is scaled to controls: 0 for no effect and ±100 for the full control effect; potency is read from the fitted curve at half-maximal effect. Only part of the results is shown (hit frequency here may not be typical).

SMILES	TDP1 block	DT40 TDP1 no CPT	KAT2A inh
c1cncc(CNc2ccnc(-c3cccnc3)n2)c1	.	-7%	1%
Nc1cc(=O)[nH]c(SCC(=O)Nc2ccc(N3CCOCC3)cc2)n1	0%	0%	-4%
O=c1c(-c2ccc(Oc3ccccc3)cc2)[n+]([O-])c2ccccc2n1OCc1ccccn1	6%	?	-9%
O=C1CC(c2ccccc2)Cc2[nH]c(=O)c(-c3nc(-c4cccc(Cl)c4)cs3)cc21 (stereo unspecified)	3%	5.2µM*	-9%
CCOC(=O)c1[nH]c2ccccc2c1NC(=O)c1ccc(Br)o1	7%	?	4%
Cc1nccn1CCN(C)Cc1cn(Cc2ccccc2)nc1-c1ccc2c(c1)OCO2	4%	?	-2%
O=C(Nc1ccccc1N1CCCCC1)c1ccc(OC(F)F)cc1	.	-10%	-4%
O=C(COc1ncnc2sccc12)N1CCN(c2ccccc2)CC1	7%	9%	-8%
Cc1ccc(CNC(=O)c2ccccc2NS(=O)(=O)c2ccc(Cl)nc2)cc1	0%	-17%	?
CCOc1ccc(C(=O)Nc2nnc(S(=O)(=O)N(C)Cc3ccco3)s2)cc1	-3%	17%	-2%
O=C(CSc1ncccn1)c1ccccc1Br	3%	?	2%
FC(F)(F)c1ccccc1-c1nccc(NCc2ccccc2)n1	-4%[56.1 µM]	?	-9%
O=C1CNC(=S)N1CCc1ccccc1Cl	-1%	14%	16%
O=[N+]([O-])c1ccc(N2CCN(c3ccc(F)cc3)CC2)cn1	.	-5%	0%
O=C(O)c1nnn(-c2cccc(C(F)(F)F)c2)c1-c1ccccc1	3%	7%	-5%
O=[N+]([O-])c1ccccc1S(=O)(=O)n1nnc2ccccc21	-1%	-25%	8%
COc1ccc(N2CCN(C3CCCN(C(=O)CN4CCOC4=O)C3)CC2)cc1 (stereo unspecified)	3%	16%	-15%
Cc1ccc(NC(=O)CSc2nnc(-c3ccncc3)n2C)cc1C	6%	-9%	-1%
COc1cc(NC(=O)c2ccc(S(=O)(=O)N(C)c3ccccc3OC)cc2)cc(OC)c1	1%	21µM*	-9%
Cc1ccccc1NC(=S)NNC(=O)c1csc2c1CCC(C)C2 (stereo unspecified)	11%	?	-4%
CCOc1ccc(CCNC(=O)C2CCN(c3nnc(-n4cccc4)s3)CC2)cc1	6%	?	-10%
COc1cc2c(C(=O)N3CCN(c4ccccc4F)CC3)cn(C)c(=O)c2cc1OC	4%	-24%	1%
COCCNC(=O)/C(C#N)=C/C=C/c1ccccc1	3%	?	-4%
COc1ccc(CCNc2ncnc3c2nnn3Cc2ccccc2)cc1	.	?	-2%
O=C(c1ccco1)N1CCCC(c2nc3c(nnn3Cc3ccc(Cl)cc3Cl)c(=O)[nH]2)C1 (stereo unspecified)	5%	-7%	2%
(next part)
SMILES	TDP1 block	DT40 TDP1 no CPT	KAT2A inh
COc1cc(C(=O)OCCN2CCOCC2)cc(OC)c1OC	4%	-6%	1%
CN1CCN(C(c2ccc(C(F)(F)F)cc2)c2cc(Cl)c3cccnc3c2O)CC1 (stereo unspecified)	8%	.	-7%
O=C(c1ccc(N2CCN(C(=O)c3ccccc3)CC2)cc1)c1cccc(F)c1	4%	16µM*	-5%
Oc1c(C(c2cccs2)N2CCN(c3cccc(Cl)c3)CC2)sc2ncnn12 (stereo unspecified)	13%	23µM*	-12%
CCOc1ccc(S(=O)(=O)n2cc(F)c(=O)[nH]c2=O)cc1	-5%	-7%	0%
CCn1c(=O)c(C(=O)NNC(=O)c2ccccc2Cl)c(O)c2ccccc21	0%	?	2%
CCOC(=O)c1ccc(CN2Cc3ccccc3C2=O)cc1	.	-27%	2%
C[n+]1ccccc1/C=C/c1ccccc1Cl	.	-24%	2%
Cn1c(CNc2ccccc2)cc(=O)n(C)c1=O	-2%	-6%	-4%
O=C1N(Cc2cccnc2)C[C@@H]2C[C@@H](c3cccc(OC4CCCC4)c3)N3CCC[C@@]123	2%	?	-9%
O=C(NC(=S)Nc1nc(-c2ccc(Cl)cc2)cs1)c1cccs1	5%	?	-3%
O=C(O)C1CC(c2ccccc2)=Nc2ccccc2S1 (stereo unspecified)	4%	-8%	-6%
CC(=O)N1CCc2cc(Br)cc(S(=O)(=O)CCC(=O)Nc3c(C)n(C)n(-c4ccccc4)c3=O)c21	-6%	-7%	-4%
COc1ccc2oc(C(=O)OCC(=O)N(C)c3ccccc3)c(C)c2c1	0%	-28%	-2%
Nn1c(SCC(=O)Nc2cc(S(=O)(=O)N3CCOCC3)ccc2Cl)nnc1-c1cccnc1	3%	5%	8%
CCCOc1ccc(C(=O)N(CC(C)C)c2c(N)n(Cc3ccccc3)c(=O)[nH]c2=O)cc1	-6%	-13%	-1%
COc1cc(C2CC(=O)Oc3ccc(C(C)(C)C)cc32)cc(OC)c1OC (stereo unspecified)	0%[56.1 µM]	-7%	-8%
Cc1nn(-c2ccccc2)c2sc(C(=O)OCC(=O)N3CCCCC3)cc12	-1%	8%	-10%
COc1ccc(/C=C(/NC(=O)c2ccccc2)C(=O)NCc2ccncc2)cc1	3%	21%	-2%
Cc1ccc(S(=O)(=O)NNC(=O)Nc2ccc(C)c(C)c2)c(C)c1	2%	?	-27%
c1ccc(-n2ncc3c2ncn2nnnc32)cc1	2%	4%	-6%
Cc1cc(C)c(NC(=O)Cn2c(=O)n(CC(=O)NCCc3ccccc3)c(=O)c3ccccc32)c(C)c1	-2%	-4%	-4%
CCS(=O)(=O)N1Cc2ccccc2CC1C(=O)NCCc1c[nH]c2ccccc12 (stereo unspecified)	12%	4%	-6%
CC[C@]12c3[nH]c4ccc(OC)cc4c3CCN1C(=O)C(CC(=O)NCCCN(C)C)C[C@@H]2C(=O)N1CCN(C(=O)C2CC2)CC1 (stereo partly specified)	1%[56.1 µM]	15%	2%
COc1ccc([C@@H]2[C@@H]3C(=O)N(C(C)(C)C)C(=O)[C@@H]3[C@]3(Cc4ccc(Cl)cc4)C(=O)N(c4cccc(Br)c4)C(=O)N23)cc1	.	-20%	-4%
(continued)
SMILES	TDP1 block	DT40 TDP1 no CPT	KAT2A inh
Oc1c(Br)cc(C2N=C(c3ccccc3Cl)NO2)cc1Br (stereo unspecified)	1%	7%	-10%
Cc1ccc(NC(=O)Nc2ccc3oc(C)nc3c2)cc1	4%	-26%	19%
O=C(COC(=O)/C=C/c1ccc(F)cc1)Nc1ccccc1-c1ccccc1	0%	-27%	2%
COCCNc1nnc(SCC(=O)N(C)c2c(N)n(Cc3ccccc3)c(=O)[nH]c2=O)s1	.	1%	-5%
CCS(=O)(=O)N1Cc2ccccc2CC1C(=O)Nc1nc2ccc(F)cc2s1 (stereo unspecified)	8%	?	-6%
COCCNC(=O)C1CCC(Cn2c(=S)[nH]c3ccccc3c2=O)CC1 (stereo unspecified)	-1%	-5%	1%
Cc1ccc(NC(=O)COC(=O)CCNS(=O)(=O)c2ccc(C)c(C)c2)cc1	3%	-17%	-4%
O=C1NC(c2ccc(-c3ccccc3[N+](=O)[O-])o2)C(C(=O)c2ccc(F)cc2)C(O)(C(F)(F)F)N1 (stereo unspecified)	8%	?	23%
Cc1c(C(=O)NCc2ccccc2Cl)oc2c1C(=O)CCC2	2%	.	-1%[0.501 µM]
COC1=C(Nc2ccc(C)cc2)C(=O)c2ccccc2C1=O	11%	16µM*	0%
Cc1ccc(C(=O)c2c(NC(=O)CSc3nnc(N)s3)sc3c2CCCC3)cc1	-1%	?	-10%
c1ccc(-c2ccccc2-n2cnnn2)cc1	-2%	-2%	1%
COc1ccc(NC(=O)CSc2nnnn2-c2ccc(F)cc2)cc1	.	?	-16%
O=C(CSc1nnnn1-c1cccnc1)Nc1ccccc1F	5%	-4%	?
O=C(Cc1c(F)cccc1Cl)N/N=C/c1cccs1	3%[56.1 µM]	0%	0%
COc1cccc(NC(=O)CSCc2cc(=O)n3nc(C4CC4)sc3n2)c1	1%	13%	5%
CC(=O)NC(c1ccc(Cl)cc1)c1c(O)ccc2ccc(O)cc12 (stereo unspecified)	5%	?	-2%
CCOC(=O)/C(C(N)=NCc1ccco1)=C(/O)c1ccccc1	5%	-28%	1%
Cc1c(NC(=O)CN2C(=O)NC(C)(c3ccc(OC(F)F)cc3)C2=O)c(=O)n(-c2ccccc2)n1C (stereo unspecified)	2%	-4%	1%
C[C@H](CO)N1C[C@H](C)[C@@H](CN(C)C(=O)Nc2ccc(C(F)(F)F)cc2)Oc2ccc(NS(=O)(=O)c3cccs3)cc2C1=O	3%	-15%	1%
CC(=O)Nc1cccc(NC(=O)c2oc3ccccc3c2C)c1	2%	.	-9%
CCCCc1ccc(NC(=O)Cn2cnc3c(oc4ccccc43)c2=O)cc1	8%	-16%	-14%
CCOC(=O)C1=C(C)NC(=O)NC1c1ccc2c(c1)OCCO2 (stereo unspecified)	-1%	-8%	2%
CCCC(=O)Nc1nnc(SCC)s1	3%	-16%	-10%
CCOC(=O)C1(CC/C(C)=N\NC(N)=O)CC(C)OC1=O (stereo unspecified)	8%	-6%	-6%
Additional entries:
SMILES	TDP1 block	DT40 TDP1 no CPT	KAT2A inh
COc1cc(OC)cc(C(=O)NCC(=O)OCC(=O)N2CCc3ccccc32)c1	2%	?	-12%
CC1(CC(=O)N/N=C/c2cc3c(cc2Br)OCO3)OCCO1	2%	8%	-9%
O=C(COc1ccccc1)Nc1cc(NC(=O)COc2ccccc2)cc(C(=O)O)c1	3%	?	?
O=C(CNC(=O)c1ccccc1)NCc1ccc(Cl)cc1	0%	3%	-15%
CC(C)NCc1nnc(-c2ccc(Cl)cc2)o1	0%	-9%	-3%
CCOc1cc([N+](=O)[O-])cc(/C=N/NC(=O)c2c(-c3ccccc3)noc2C)c1O	4%[56.1 µM]	?	?
Clc1ccccc1CN(Cc1ccccc1)C(c1cccs1)c1nnnn1C1CCCC1 (stereo unspecified)	-6%	21µM*	.
CCOc1ccc(NC(=O)CC(NCc2ccccn2)C(=O)O)cc1 (stereo unspecified)	11%	3%	-2%
O=C(c1cccc(Oc2ccccc2)c1)N1CCN(c2ccccn2)CC1	2%	-28%	-4%
CCOc1ccc(CCNc2cc(C)nc3ncnn23)cc1OCC	-1%	15µM*	0%
CCOC(=O)Cc1csc(/N=C/c2c(O)n(-c3ccccc3C(F)(F)F)c(=O)c3ccccc23)n1	3%	?	-19%
CC(C)c1cccc(C(C)C)c1NC(=O)Cn1c(=O)cnc2ccccc21	3%	?	0%
Cc1cc(C(=O)COc2ccc3ccc(=O)oc3c2)c(C)n1Cc1cccs1	1%	?	1%
CC(C)C[C@@H](N)c1nnc(SCC(=O)c2ccc(Cl)cc2)o1	7%	?	-5%
CCN(CC)C(=O)Oc1ccc2c(=O)c(-c3ccc(OC)cc3)c(C)oc2c1	4%	-19%	4%
COc1ccc(NC2CCCN(C(=O)CCN3CCOCC3)C2)cc1 (stereo unspecified)	6%	-13%	1%
Cn1c(=O)c(C(=O)CN2CCN(S(=O)(=O)c3ccccc3)CC2)c(N)n(Cc2ccccc2)c1=O	4%	?	-5%
COc1ccc(S(=O)(=O)N2CCc3ccccc32)cc1C(=O)Nc1cccnc1	1%	-14%	-4%
Cc1ccc(N2C(=O)c3ccccc3C2=O)cc1Cl	-2%	2%	-3%

Molecules shown so far that have a thiophene ring, fused or not:
SMILES	TDP1 block	DT40 TDP1 no CPT	KAT2A inh
O=C(COc1ncnc2sccc12)N1CCN(c2ccccc2)CC1	7%	9%	-8%
Cc1ccccc1NC(=S)NNC(=O)c1csc2c1CCC(C)C2 (stereo unspecified)	11%	?	-4%
Oc1c(C(c2cccs2)N2CCN(c3cccc(Cl)c3)CC2)sc2ncnn12 (stereo unspecified)	13%	23µM*	-12%
O=C(NC(=S)Nc1nc(-c2ccc(Cl)cc2)cs1)c1cccs1	5%	?	-3%
Cc1nn(-c2ccccc2)c2sc(C(=O)OCC(=O)N3CCCCC3)cc12	-1%	8%	-10%
Cc1ccc(C(=O)c2c(NC(=O)CSc3nnc(N)s3)sc3c2CCCC3)cc1	-1%	?	-10%
O=C(Cc1c(F)cccc1Cl)N/N=C/c1cccs1	3%[56.1 µM]	0%	0%
C[C@H](CO)N1C[C@H](C)[C@@H](CN(C)C(=O)Nc2ccc(C(F)(F)F)cc2)Oc2ccc(NS(=O)(=O)c3cccs3)cc2C1=O	3%	-15%	1%
Clc1ccccc1CN(Cc1ccccc1)C(c1cccs1)c1nnnn1C1CCCC1 (stereo unspecified)	-6%	21µM*	.
Cc1cc(C(=O)COc2ccc3ccc(=O)oc3c2)c(C)n1Cc1cccs1	1%	?	1%
